# Assay outcomes deposited in PubChem by several laboratories.
# STK33 inh – inhibitors of human STK33 kinase. Q9BYT3. purified STK33, MBP phosphorylation, ADP-Glo luminescence. 320,000 compounds, 0.073% hits. inhibition, % at 10 µM;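 active means inhibition at or above 25%, using the most active replicate where run in duplicate; inactive means inhibition below 25%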
# Target sequence (Q9BYT3 whole entry, looked up): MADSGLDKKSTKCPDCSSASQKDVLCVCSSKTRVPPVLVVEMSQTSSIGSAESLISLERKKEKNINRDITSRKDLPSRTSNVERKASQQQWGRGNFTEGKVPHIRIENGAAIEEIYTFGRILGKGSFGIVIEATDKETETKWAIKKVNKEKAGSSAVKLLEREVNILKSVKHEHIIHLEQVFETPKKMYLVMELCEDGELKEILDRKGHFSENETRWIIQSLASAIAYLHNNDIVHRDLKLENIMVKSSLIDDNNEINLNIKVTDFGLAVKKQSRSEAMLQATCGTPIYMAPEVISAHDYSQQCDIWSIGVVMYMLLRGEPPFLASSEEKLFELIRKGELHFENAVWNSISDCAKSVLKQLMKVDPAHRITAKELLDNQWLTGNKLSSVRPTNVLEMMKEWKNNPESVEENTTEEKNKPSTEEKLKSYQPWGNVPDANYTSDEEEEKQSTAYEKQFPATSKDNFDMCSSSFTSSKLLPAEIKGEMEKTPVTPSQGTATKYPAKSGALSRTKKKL
# OX1R FRET antag – antagonists of human orexin 1 receptor (OX1R); O43613; OX1R-expressing cells, FRET antagonist read-out; inhibition, % at 6.6 µM; 330,000 compounds, 1.8% hits; in the data active means inhibition mostly above about 38%, no sharp cut-off; inactive means mostly below about 40%;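 further: 0% = agonist challenge alone and 100% = reference antagonist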
# Target sequence (O43613 whole entry, looked up): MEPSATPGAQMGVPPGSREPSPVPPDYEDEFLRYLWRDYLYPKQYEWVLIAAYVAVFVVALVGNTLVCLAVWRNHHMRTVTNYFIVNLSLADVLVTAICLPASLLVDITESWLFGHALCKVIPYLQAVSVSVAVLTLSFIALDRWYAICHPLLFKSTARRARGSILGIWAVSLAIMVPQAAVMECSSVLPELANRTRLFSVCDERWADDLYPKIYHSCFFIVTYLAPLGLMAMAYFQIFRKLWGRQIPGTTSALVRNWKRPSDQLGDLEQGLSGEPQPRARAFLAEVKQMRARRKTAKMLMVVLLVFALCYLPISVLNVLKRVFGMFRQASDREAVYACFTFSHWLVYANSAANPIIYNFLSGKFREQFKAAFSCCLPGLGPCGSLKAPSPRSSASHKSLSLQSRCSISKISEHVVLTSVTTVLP
# Starred values were filed as active, the others as inactive; . = no result given.
entry	canonical_smiles	OX1R FRET antag	STK33 inh
1	CCOc1ccc(-n2c(N)c(C(=O)NCc3cccnc3)sc2=S)cc1	18	-1.1
2	COc1ccc(OCC(=O)Nc2cc(-c3nn(C)c(=O)c4ccccc34)ccc2OC)cc1	9	-1.3
3	O=C(COc1ccccc1)N1CCN=C1SCc1ccc(F)cc1	20	-0.7
4	CN(C)C(CNC(=O)c1ccc(S(=O)(=O)Nc2cccc(C(F)(F)F)c2)cc1)c1ccco1 (configuration not stated)	11	1.2
5	COc1ccc(NC(=O)C(OC(=O)c2cnc(C)cn2)c2ccccc2)cc1Cl (configuration not stated)	17	-1.5
6	CC(=O)c1cc2c(cc1NS(=O)(=O)c1ccccc1)OCO2	3	-1.8
7	C=C(C)c1nc(N)nc(N)n1	5	-3.3
8	COCCN(C(=S)Nc1c(C)cccc1C)C(C)c1cccs1 (configuration not stated)	147*	-1.6
9	COc1ccc(Cn2c(SCC#N)nc3ccc(N4CCOCC4)cc3c2=O)cc1	25	-0.3
10	Cc1ccc2nc(N(CCCN(C)C)C(=O)c3ccco3)sc2c1	10	-1.7
11	CN(C)C(=O)CSc1cnc2ccccc2n1	13	-1.9
12	CC(C)(C)c1ccc(C2(C)NC(=O)N(CC(=O)c3ccc[nH]3)C2=O)cc1 (configuration not stated)	3	-0.9
13	O=C(Nc1nnc(-c2ccncc2)o1)c1ccccc1	12	0.1
14	CCOC(=O)c1ccc(NC(=O)c2cccc(S(=O)(=O)N3CCOCC3)c2)cc1	46	-0.6
15	O=C(Nc1ncccn1)c1cccs1	20	-0.2
16	Cc1nnc(NC(=O)c2c(-c3ccccc3)noc2C)s1	17	-1.7
17	COc1cc(OC)cc(C(=O)NC(=S)Nc2cc3oc4ccccc4c3cc2OC)c1	12	-0.7
18	C=C(C)CNC(=S)N/N=C/c1ccc([N+](=O)[O-])cc1	19	-1.8
19	COC(=O)[C@@H](Cc1c[nH]c2ccccc12)NC(=O)CNC(=O)c1ccccc1OC	25	-0.9
20	COc1ccc(C2C(C#N)=C(N)Oc3n[nH]c(-c4ccccn4)c32)c(OC)c1OC (configuration not stated)	19	-3.0
21	O=C(COc1ccccc1)N=C1SC2CS(=O)(=O)CC2N1c1ccccc1 (configuration not stated)	6	-2.7
22	COc1ccccc1CNC(=O)/C=C/C(=O)O	9	7.8
23	CC1CCN(C(=O)COC(=O)COc2ccccc2C#N)CC1	4	-0.5
24	CCC(C)NC(=O)Cn1c(-c2ccccc2)cc(C(C)=O)c1C (configuration not stated)	2	-2.9
25	OCC1(CCOc2ccccc2)CCN(Cc2ccc3c(c2)OCCO3)CC1	6	2.0
26	O=C(NCCn1ccc2ccccc21)c1ccc2c(c1)OCO2	14	-0.5
27	CS(=O)(=O)N1CCC(C(=O)Nc2ccc(C(N)=O)cc2)CC1	8	-1.1
28	CCCCn1nc(C(=O)Nc2ccc(-n3cnnn3)cc2)c2ccccc2c1=O	5	-1.5
29	CC(=O)N(c1cccc(C(F)(F)F)c1)c1nc(/C=C/C(=O)O)cs1	6	0.3
30	COc1cc(/C=N/Nc2ccc(Cl)c(C(=O)O)c2)ccc1OCC(=O)N1C(C)CCCC1C (configuration not stated)	8	-0.1
31	COC(=O)c1ccc(COC(=O)CCS(=O)(=O)c2ccc(C)cc2)cc1	13	-0.1
32	CCn1c(=S)[nH]c2cc(Cl)ccc21	5	-0.5
33	CCCCCCCNC(=O)C1(CC2CC(c3ccccc3)=NO2)CCN(C(=O)c2ccccc2)CC1 (configuration not stated)	21	0.5
34	CCC1=NC(c2ccc(Br)cc2)N(O)C1(C)C (configuration not stated)	28	0.0
35	O=C(Nc1ccc2nc3n(c(=O)c2c1)CCCC3)c1cc([N+](=O)[O-])ccc1F	52*	.
36	NC[C@@]12CCCC1C1CCC2C1 (some centres not stated)	19	-0.3
37	Cc1c(N(C)C)nc2ccccc2c1N	4	-1.1
38	CC(C)(C)OC(=O)C[C@@H]1C/C=C\C[C@H](CC(=O)N(CCO)Cc2ccccc2)C(=O)N2CCC[C@@H]2COC1=O	8	1.2
39	COc1ccccc1/C=C/C(=O)N1CCN(S(=O)(=O)c2cccs2)CC1	4	0.1
40	O=C(COC(=O)c1sc2ccccc2c1Cl)NC1CCCCC1	15	-1.4
41	Cn1c2ccc(F)cc2c2ncn(Cc3ccccn3)c(=O)c21	3	0.1
42	CCOC(=O)OC(C)OC1=C(C(=O)Nc2ccccn2)N(C)S(=O)(=O)c2ccccc21 (configuration not stated)	17	-1.3
43	COc1ccc(-c2cc(=O)c3cc(OC)ccc3[nH]2)cc1	26	-0.4
44	Cc1ccc(CNC(=O)COc2cc(O)c3c(c2)OC(C)(C)CC3=O)cc1	13	-1.4
45	COc1cc(NC(=O)CSc2nnc3c(n2)[nH]c2ccc(S(=O)(=O)NC(C)C)cc23)cc(OC)c1OC	14	0.1
46	CCOC(=O)c1[nH]c2ccc(OC)cc2c1NC(=O)/C=C/c1ccc2c(c1)OCO2	7	-0.4
47	O=C(COC(=O)C1COc2ccccc2O1)Nc1cccc(Cl)c1 (configuration not stated)	2	-1.1
48	CCOC(=O)c1cnc2ccc(OCC)cc2c1NCCCN1CCOCC1	27	1.8
49	CC(=O)c1cc(CN2CCN(Cc3ccc(C)cc3)C(CCO)C2)cs1 (configuration not stated)	8	-1.3
50	CCN(C[C@H]1N[C@@](C)(C(=O)OC)[C@H]2C(=O)N(C)C(=O)[C@@H]12)C(=O)Nc1ccc(Cl)cc1	3	-0.4

# (further entries)
entry	canonical_smiles	OX1R FRET antag	STK33 inh
51	CCOC(=O)N1CCC(N2C(=O)c3ccccc3C2Nc2cc(Cl)c(OC)cc2OC)CC1 (configuration not stated)	-3	-1.0
52	CCCCN(CCCC)C(=O)CSc1nnc(-c2cc(OC)c(OC)c(OC)c2)o1	7	0.1
53	COC(=O)c1ccccc1NC(=O)/C=C/C(=O)O	6	0.8
54	O=C(CCc1ccccc1)NCCCN1CCOCC1	16	-3.5
55	Cc1ccccc1CN(C)CC(=O)Nc1ccccc1Oc1ccccc1	21	-0.9
56	COc1ccc(NC(=O)/C=C/c2ccco2)cn1	25	-0.2
57	CCN(C(=O)CSc1nnc(-c2c[nH]c3ccccc23)o1)C1CCS(=O)(=O)C1 (configuration not stated)	32	-0.2
58	COc1ccc2c(c1)C(=O)N1[C@H]3c4cc(Cl)ccc4OC[C@@H]3[C@H](c3ccccc3)[C@]1(C)C(=O)N2	19	-1.1
59	COC(=O)C1=C(C)NC2=C(C1c1ccc(O)cc1)S(=O)(=O)c1ccccc12 (configuration not stated)	33	0.9
60	Cc1cc(NC(=O)CCC(=O)N(CCC(C)C)C(C(=O)NCC2CCCO2)c2ccccc2C)no1 (configuration not stated)	51	0.7
61	NC(=O)c1ccc(SCC(=O)OCC(=O)N2CCCCC2)c([N+](=O)[O-])c1	63*	-0.5
62	O=C(CCCN1C(=O)/C(=C\c2ccccc2)SC1=S)Nc1cccc(C(=O)O)c1	65	0.0
63	CCOc1ccccc1C1CC(c2cccs2)=NN1S(C)(=O)=O (configuration not stated)	13	0.3
64	CCCSc1cc(N)cc([N+](=O)[O-])c1	10	-0.6
65	O=C(Cc1ccccc1F)Nc1ccccc1N1CCCC1	.	-1.2
66	CCOC(=O)CNC(=O)c1ccc(C)cc1	16	0.7
67	CC(C)c1ccc(NCCC(=O)c2cccs2)cc1	9	-1.0
68	O=C(Nc1ncnc2sc3c(c12)CCCCC3)c1ccco1	14	-0.2
69	Cc1cc(NC(=O)COC(=O)CCS(=O)(=O)c2cc(Cl)ccc2Cl)no1	9	-0.1
70	CC1(C)N=C(N)NC(Nc2ccc(Br)cc2)=N1	13	-1.2
71	CSc1nc2ccsc2c(=O)n1-c1ccccn1	15	-1.1
72	O=C(CC1C(=O)NCCN1Cc1c(F)cccc1Cl)NCCCN1CCCC1=O (configuration not stated)	18	-3.2
73	O=C1CCCN2N=C(SCC(=O)Nc3nc4ccccc4s3)SC2=N1	11	-0.4
74	COc1ccc(C(=O)OCC(=O)NCc2ccc3c(c2)OCO3)cc1[N+](=O)[O-]	14	-1.3
75	Nc1nc2n(n1)C(c1cccc(Br)c1)CC(c1ccccc1)N2 (configuration not stated)	14	0.8
76	CCC(C)c1ccc(NC(=O)C2CC3CCC2C3)cc1 (configuration not stated)	18	-1.1
77	C/C(=N\NC(=S)NCc1ccccc1)c1cccs1	5	0.9
78	Cc1ccnc(NC(=O)C2CCN(S(=O)(=O)c3ccc4c(c3)CC(C)N4C(=O)C3CCC3)CC2)c1 (configuration not stated)	20	-4.0
79	CCOC(=O)C1=C(C)N(c2ccccc2)C(=O)NC1c1cccc([N+](=O)[O-])c1 (configuration not stated)	17	.
80	CCn1nnnc1SCC(=O)N1CCN(Cc2ccc3c(c2)OCCO3)CC1	1	-0.5
81	CCOc1cc(C(=O)OCc2ccc(OC)cc2)ccc1OCC(=O)N1CCOCC1	4	-1.2
82	CNC(=O)COC(=O)c1ccccc1Oc1ccccc1	16	0.1
83	CC(C)NCC(O)COc1ccc(CCOCC2CC2)cc1 (configuration not stated)	14	-2.7
84	O=C(NNc1ncccc1Cl)c1c(Cl)cccc1Cl	13	-2.2
85	CCC(CC)C(=O)Nc1nnc(S(=O)(=O)Nc2ccccc2C)s1	-4	-1.2
86	CCOC(=O)c1sc(C)c(C(=O)NC2CCCCC2)c1N	21	0.1
87	COc1ccc(Cc2nc3ccc(C(=O)N(C)CCCN4CCOCC4)cc3o2)cc1	6	0.2
88	Cc1cc(C(=O)OC(C)C(=O)NC2CCCCC2C)c(C)o1 (configuration not stated)	8	-0.4
89	Cc1ccccc1-c1ncc(CN2CCN(C3CCCC3)C(CCO)C2)cn1 (configuration not stated)	8	-0.6
90	CN1/C(=C\C(=O)COC(=O)c2nccnc2N)C(C)(C)c2ccccc21	7	2.8

# A draw from above in order of number of heavy atoms, ascending:
entry	canonical_smiles	OX1R FRET antag	STK33 inh
15	O=C(Nc1ncccn1)c1cccs1	20	-0.2
22	COc1ccccc1CNC(=O)/C=C/C(=O)O	9	7.8
84	O=C(NNc1ncccc1Cl)c1c(Cl)cccc1Cl	13	-2.2
76	CCC(C)c1ccc(NC(=O)C2CC3CCC2C3)cc1 (configuration not stated)	18	-1.1
43	COc1ccc(-c2cc(=O)c3cc(OC)ccc3[nH]2)cc1	26	-0.4
8	COCCN(C(=S)Nc1c(C)cccc1C)C(C)c1cccs1 (configuration not stated)	147*	-1.6
85	CCC(CC)C(=O)Nc1nnc(S(=O)(=O)Nc2ccccc2C)s1	-4	-1.2
39	COc1ccccc1/C=C/C(=O)N1CCN(S(=O)(=O)c2cccs2)CC1	4	0.1
59	COC(=O)C1=C(C)NC2=C(C1c1ccc(O)cc1)S(=O)(=O)c1ccccc12 (configuration not stated)	33	0.9
80	CCn1nnnc1SCC(=O)N1CCN(Cc2ccc3c(c2)OCCO3)CC1	1	-0.5
28	CCCCn1nc(C(=O)Nc2ccc(-n3cnnn3)cc2)c2ccccc2c1=O	5	-1.5
19	COC(=O)[C@@H](Cc1c[nH]c2ccccc12)NC(=O)CNC(=O)c1ccccc1OC	25	-0.9
51	CCOC(=O)N1CCC(N2C(=O)c3ccccc3C2Nc2cc(Cl)c(OC)cc2OC)CC1 (configuration not stated)	-3	-1.0
78	Cc1ccnc(NC(=O)C2CCN(S(=O)(=O)c3ccc4c(c3)CC(C)N4C(=O)C3CCC3)CC2)c1 (configuration not stated)	20	-4.0
45	COc1cc(NC(=O)CSc2nnc3c(n2)[nH]c2ccc(S(=O)(=O)NC(C)C)cc23)cc(OC)c1OC	14	0.1

# The listing continues:
entry	canonical_smiles	OX1R FRET antag	STK33 inh
91	COc1cc(OC)c(OC)cc1CNC(=O)c1ccc(S(=O)(=O)N2CC(C)OC(C)C2)cc1 (configuration not stated)	-2	-1.6
92	COc1ccc(S(=O)(=O)NC(C)C(=O)Nc2ccc3c(c2)OCCO3)cc1OC (configuration not stated)	1	-1.3
93	Cc1cccc(C(CC(=O)N2CCCCC2)c2ccccc2)c1O (configuration not stated)	3	-0.6
94	COC(=O)c1nnc(-c2ccccc2)nc1OC	35	2.3
95	N#CCNC1CC(=O)N(c2ccccc2)C1=O (configuration not stated)	19	1.1
96	O=C(CCC(=O)NCCCc1ccccc1)NCCCc1ccccc1	14	0.0
97	CCOC(=O)c1ccc2c(c1)NCc1cccc(OC)c1O2	11	-0.8
98	O=C1[C@H]2[C@H](C=CC[C@H]2C(=O)N2CCOCC2)CCN1Cc1ccc(Cl)c(Cl)c1	19	-0.4
99	O=S(=O)(Nc1cccc(-c2ccc(N3CCCCCC3)nn2)c1)c1ccc(C(F)(F)F)cc1	7	-1.8
100	COc1ccc(CNC(=O)c2ccc(N3CCC4(CC3)CC(c3ccc(Cl)cc3)=NO4)c([N+](=O)[O-])c2)cc1	12	-0.4
101	CC(C)(C)OC(=O)N1CC(O)CC1C(=O)OCC(=O)c1ccccc1 (configuration not stated)	8	-0.7
102	Cc1[nH]c2ccccc2c1/C=N/NC(=O)c1ccc(N)cc1	-15	1.1
103	CCCCN([C@H](CO)C(C)C)S(=O)(=O)c1ccccc1Br	12	.
104	CCN(CCCNC(=O)CN1C(=O)COc2ccccc21)c1cccc(C)c1	16	-1.7
105	CCCc1[nH]nc2c1C1(C(=O)N(C(C)C)c3ccccc31)C(C#N)=C(N)O2 (configuration not stated)	14	-1.1
106	CC(=O)NC1=NN(C(C)=O)C(c2ccc(C(C)C)cc2)S1 (configuration not stated)	2	-1.8
107	O=C(CN1CCN(c2ccccn2)CC1)Nc1cccc(Cl)c1Cl	7	-2.9
108	O=C(NCC1CCCO1)c1sc(=S)n2c1[nH]c(=O)c1ccc(C(=O)N3CCCCC3)cc12 (configuration not stated)	25	4.0
109	CN1CCN(C(=O)c2cc3ccccc3cc2O)CC1	2	0.3
110	Nc1nc(Sc2c([N+](=O)[O-])cc(C(F)(F)F)cc2[N+](=O)[O-])n[nH]1	35	1.8
111	Cc1ccc(N(C(=O)CNC(=O)c2ccco2)C(C(=O)NC2CCCC2)c2cccnc2)c(C)c1 (configuration not stated)	7	-0.9
112	Cn1cccc1C(=O)C(=O)Nc1ccc(Cl)cc1	20	1.6
113	O=C(CSC(=O)c1ccccc1)Nc1ccccc1F	0	-1.4
